Screens (PubChem)
Growth percent in the NCI-60 one-dose screen (48 h, 10 µM unless noted): 100 = growth as untreated, 0 = no growth, -100 = all killed.
UACC-257: UACC-257 melanoma; 78,000 tested, 4.4% active
HOP-92: HOP-92 NSCLC cells; 71,000 tested, 6.3% active; AID 1794738
UACC-62: UACC-62 melanoma; 81,000 tested, 5.4% active
A549/ATCC: A549/ATCC NSCLC. 81,000 tested, 3.7% active. AID 1794740
MALME-3M: MALME-3M melanoma; 78,000 tested, 5.8% active; AID 1794766
M14: M14 melanoma; AID 1794745; 80,000 tested, 6.2% active
EKVX: EKVX NSCLC | 71,000 tested, 3% active | AID 1794765
HOP-62: HOP-62 NSCLC; 80,000 tested, 3.9% active; AID 1794735
* marks the source's active call; other numbers are inactive results; . = no result given; & = joins results of further samples; [ ] = dose if it differs, or a comment. How the source made its calls: active means growth percent below 10; inactive means the rest.

Short forms: A = UACC-257; B = HOP-92; C = UACC-62; D = A549/ATCC; E = MALME-3M; F = M14; G = EKVX; H = HOP-62
(1) Cn1cc(-c2ccc3ncc(-c4ccc(CC(=O)Nc5cc(C(C)(C)C)nn5C)cc4)cc3c2)cn1
  A: 7.4*[30 µM]	B: 32[30 µM]	C: -34*[30 µM]	D: 18[30 µM]	E: -0.4*[30 µM]	F: .	G: 27[30 µM]	H: 18[30 µM]
(2) COc1cc2c(c(OC)c1OC)C(=O)CC(c1cccc(NC(=O)[C@H](C)NC(=O)OC(C)(C)C)c1)O2 (stereo partly drawn)
  A: 101	B: 93	C: 87	D: 99	E: 100	F: 107	G: 95	H: 102
(3) Nc1nc(=O)n(C2CCCCO2)cc1Br (stereo not drawn)
  A: 95	B: 91	C: 101	D: 100	E: .	F: 104	G: 113	H: 109
(4) Nc1nc(-c2ccccc2)c(CCCNc2ccccc2)c(=O)[nH]1
  A: 101&123	B: 68&78	C: 88&98	D: 93&108	E: 112	F: 124&121	G: 88&119	H: 92&102
(5) Cc1cc(N=C2NC(=O)/C(=C/C=C\c3ccccc3)S2)no1
  A: 90	B: 74	C: 53	D: 58	E: 77	F: 58	G: 58	H: 81
(6) CCOc1ccc(N(CCN(C)C)C(=O)C(c2ccccc2)c2ccccc2)cc1
  A: 90	B: 49	C: 87	D: 86	E: 87	F: 89	G: 84	H: 62
(7) Cc1cccc(NC(=S)N(CCC#N)C2CCCCC2)c1
  A: 101	B: 94	C: 98	D: 109	E: 106	F: 114	G: 108	H: 106
(8) CCN1C2CCC1/C(=C\c1ccc(OC)cc1)C1=C2[C@@H](c2ccc(OC)cc2)C(C#N)=C(N)O1 (stereo partly drawn)
  A: 75	B: 65	C: 70	D: 85	E: 94	F: 102	G: 82	H: 94
(9) CC(=O)Nc1cccnc1
  A: 95	B: 115	C: .	D: 88	E: 93	F: 114	G: 96	H: 93
(10) Nc1nc(-c2cccnc2)nc2c1sc(=S)n2-c1ccccc1
  A: .	B: .	C: 101	D: 76	E: 112	F: 106	G: 101	H: .
(11) Cc1cc(-c2ccccc2N)c2[nH]c3ccccc3c2c1-c1ccccc1
  A: 92	B: 82	C: 84	D: 84	E: 94	F: 70	G: .	H: 82
(12) O=C(O)c1ccccc1C(F)(F)F
  A: -1.9*	B: 88	C: 95	D: 16	E: 103	F: 93	G: 93	H: 103
(13) Cc1ccc(-n2nnc(C3=NCCc4c3[nH]c3ccc(Cl)cc43)c2C)cc1
  A: 58	B: 76	C: 31	D: 41	E: 98	F: .	G: 71	H: 72
(14) CC12CC(=O)C3C(CCC4CC(O)CCC43C)C1CCC/C2=C/CO (stereo not drawn)
  A: 98	B: 119	C: 92	D: 90	E: 102	F: 98	G: .	H: 108
(15) C=C(C)CSC(=S)NNc1ccccc1
  A: 106	B: 93	C: 95	D: 105	E: 97	F: 103	G: .	H: 92
(16) Cc1nc2ccccc2c(/C=C/c2ccc(Cl)cc2)c1C(=O)/C=C/c1cccs1
  A: 80	B: 64	C: 68	D: 88	E: 107	F: 82	G: 81	H: 95
(17) Cc1ccc(NC(=O)c2ccccc2Cl)cc1
  A: 131	B: 75	C: 99	D: 106	E: 123	F: 114	G: 105	H: 113
(18) COc1ccc(-c2cn[nH]c2-c2cc(OC)c(OC)c(OC)c2)cc1N
  A: 67	B: 22&54	C: 33&46	D: 23&12	E: 44&79	F: 15&10	G: 44&47	H: 36&52
(19) O=S1(=O)C(Cl)(Cl)S(=O)(=O)C(Cl)(Cl)S(=O)(=O)C1(Cl)Cl
  A: 104	B: .	C: 102	D: 96	E: 108	F: 101	G: .	H: 113
(20) COc1ccc2c(C3=C(c4c[nH]c5ccccc45)C(=O)N(O)C3=O)coc2c1
  A: .	B: 96	C: 80	D: 97	E: 95	F: 94	G: 77	H: 85
(21) C/C(=N\O)c1ccc(OCC(=O)Nc2nc(-c3ccc(C)cc3)cs2)cc1
  A: 107	B: 111	C: 102	D: 101	E: 101	F: 109	G: .	H: 94
(22) CC(=O)N1C(=S)NC(C)=C(C(=O)OCc2ccccc2)C1c1ccc2c(c1)OCO2 (stereo not drawn)
  A: 78	B: 73	C: 75	D: 96	E: 92	F: 54	G: 97	H: 75
(23) C=C1CC[C@@H]2[C@]3(C)COC(c4cn(-c5ccccc5)nc4-c4ccccc4)O[C@@H]3CC[C@@]2(C)[C@@H]1C/C=C1/C(=O)OC[C@H]1O (stereo partly drawn)
  A: -77*	B: -88*	C: -94*	D: -22*	E: -90*	F: -80*	G: -64*	H: -68*
(24) CC(C)n1cnc2c(Cl)ncnc21
  A: 116	B: 112	C: 92	D: 119	E: 99	F: 119	G: 114	H: 127
(25) C/C(=N/O)c1ccc2c(c1)Cc1cc([N+](=O)[O-])ccc1-2
  A: 88	B: 94	C: 61	D: 88	E: 105	F: 107	G: 39	H: .
(26) Cc1nn(-c2ccccc2)c2nc(C)n(C(=O)N/N=C/c3ccccc3O)c(=O)c12
  A: 114	B: 98	C: 95	D: 104	E: 120	F: 115	G: 75	H: 101
(27) CC(C)N=Cc1ccccc1
  A: 96	B: .	C: 104	D: 99	E: 128	F: 106	G: 107	H: 108
(28) Cc1ccccc1NC(=S)NN
  A: 103	B: 84	C: 103	D: 101	E: 126	F: 106	G: 112	H: 102
(29) CC1=Nc2c(C#N)c(-c3cc(=N)oc4ccc(Br)cc34)nn2C1=O
  A: 116	B: 110	C: 94	D: 108	E: 104	F: 102	G: 102	H: 89
(30) c1ccc(Nc2nc(-c3ccccn3)cs2)nc1
  A: 11	B: 64	C: -15*	D: 11	E: 9.3*	F: -33*	G: 31	H: 16
(31) Cc1ccc(C(=O)C2CC2)c(C)c1
  A: 105	B: 99	C: 101	D: 102	E: .	F: 103	G: 115	H: 95
(32) CN(C)c1ccc(CN2CCCCC2)cc1
  A: 104	B: 94	C: 106	D: 100	E: 103	F: 100	G: 95	H: 94
(33) COc1c(N2CCNC(C)C2)c(F)cc2c(=O)c(C(=O)O)cn(C3CC3)c12 (stereo not drawn)
  A: 105	B: .	C: 89	D: 98	E: 91	F: 102	G: 84	H: 97
(34) O=C(N=Nc1c(O)[nH]c2ccc(Br)cc12)c1cc2ccccc2[nH]1
  A: 104	B: 109	C: 100	D: 99	E: 104	F: 100	G: 94	H: 102
(35) N#Cc1n[nH]n2c1nc(=O)c1sc3ccccc3c12
  A: 109	B: 90	C: 92	D: 155	E: 90	F: 95	G: 98	H: 81
(36) Cc1ccccc1N1CCN(C2=C(Cl)C(=O)c3ncccc3C2=O)CC1
  A: 22	B: 118	C: 66	D: 100	E: -14*	F: 36	G: 95	H: 60
(37) Cc1ccc(C(=O)CN2C=NC3C(N4CCOCC4)=NC=NC32)cc1 (stereo not drawn)
  A: 104	B: 115	C: 101	D: 102	E: 109	F: 106	G: 93	H: 104
(38) O=C(NNC(=S)Nc1ccccc1)c1cccnc1
  A: 100	B: 94	C: 101	D: 93	E: 116	F: 100	G: 100	H: 95
(39) C=C1CCC2[C@](C)(CO)[C@H](O)CC[C@@]2(C)[C@@H]1C/C=C1/C(=O)OC[C@H]1O (stereo partly drawn)
  A: 77	B: 108	C: 70	D: 88	E: 100	F: 85	G: 105	H: 96
(40) BrC1c2cccc3cccc(c23)C1Br (stereo not drawn)
  A: 128	B: 107	C: 79	D: 123	E: 83	F: 100	G: 72	H: 92
(41) COc1ccc(C2CC(c3ccc(Nc4ccnc5cc(Cl)ccc45)cc3)=NN2C(C)=O)cc1 (stereo not drawn)
  A: 88	B: 36	C: 55	D: .	E: 58	F: 79	G: 56	H: 89
(42) CC(=O)c1ccc(N2C(=O)[C@H]3CC=CC[C@H]3C2=O)cc1
  A: 105	B: 97	C: 102	D: 111	E: 97	F: 103	G: .	H: 95
(43) COc1ccc(-n2c(=O)n(O)c(=O)c3ccccc32)cc1
  A: 98	B: 112	C: 78	D: 101	E: 102	F: 94	G: 102	H: 96
(44) COc1ccc(OC)c(CCn2cncc2-c2c[nH]c3ccccc23)c1
  A: 81	B: 47	C: 59	D: 91	E: 74	F: 73	G: 65	H: 74
(45) Oc1ccc(CCn2c(O)c(/C=C3\CN=c4ccccc4=N3)sc2=S)cc1
  A: 71	B: -14*	C: 58	D: 82	E: 62	F: 62	G: 81	H: 66
(46) c1ccc(NN=C2c3ccccc3-c3ccccc32)cc1
  A: 89	B: 96	C: 80	D: 78	E: .	F: 93	G: 84	H: 88
(47) C/C(=N\O)C(=O)Nc1ccccc1
  A: 94	B: 99	C: 94	D: 99	E: 93	F: 96	G: 98	H: 103
(48) O=C1[C@H]2Cc3c([nH]c4ccccc34)[C@H](c3ccc(Br)cc3)N2C(=O)CN1C1CCN(Cc2ccccc2)CC1
  A: 87	B: 67	C: 86	D: 77	E: 70	F: .	G: 72	H: 80
(49) O=C(CSc1nnc(-c2ccc(Cl)cc2)o1)NC1=NN=C(c2ccccc2)CS1
  A: 86	B: 99	C: 98	D: 74	E: 101	F: 99	G: 100	H: 92
(50) NNC(=O)c1c[nH]c2ccccc2c1=O
  A: 96	B: 90	C: 97	D: 84	E: 83	F: 103	G: 105	H: 92
(51) COc1cccc(C2CC(=O)Nc3c2c(C)nn3-c2nc3ccccc3[nH]2)c1OC (stereo not drawn)
  A: 79	B: 85	C: 51	D: 34	E: 52	F: 65	G: .	H: 57
(52) CCCCSCN1CCN(c2ccc(C)cc2)CC1
  A: 104	B: 91	C: 88	D: 98	E: 100	F: 97	G: 105	H: 104
(53) C=C1C(=O)O[C@H]2[C@H]1CC/C(CNS(=O)(=O)c1ccc3ccccc3c1)=C\CC[C@@]1(C)O[C@@H]21
  A: -54*	B: -30*	C: -12*	D: 69	E: -23*	F: -33*	G: 67	H: 78
(54) C(=C\c1ccco1)/c1ccco1
  A: 113	B: 94	C: 105	D: 109	E: 120	F: 103	G: 100	H: 103
(55) COc1ccc(-c2nc(-c3nc4ccc(C(F)(F)F)cc4[nH]3)c3ccccn23)cc1
  A: 85	B: 62	C: 72	D: 55	E: 85	F: 59	G: .	H: 86
(56) O=c1oc2ccccc2cc1C1=NN(c2ccccc2)C(c2cn(-c3ccccc3)nc2-c2ccccc2)C1 (stereo not drawn)
  A: 99	B: 62	C: 84	D: 97	E: 80	F: 83	G: 77	H: 79
(57) COC(=O)[C@H]1Cc2c([nH]c3ccccc23)[C@@H](c2ccc3c(c2)OCO3)N1
  A: 110	B: 83	C: 88	D: 105	E: 94	F: 106	G: 92	H: 109
(58) Cc1ccc(C)c2c1CCC(C)C2O (stereo not drawn)
  A: 109	B: .	C: 113	D: 105	E: 101	F: 107	G: 104	H: 94
(59) N#Cc1c(-c2ccccc2)nc2c(c(-c3ccccc3)nn2-c2ccccc2)c1-c1ccc(N2CCCCC2)cc1
  A: 93	B: 99	C: 93	D: 88	E: 99	F: 91	G: 99	H: 96
(60) c1ccc(COCC[P+](c2ccccc2)(c2ccccc2)c2ccccc2)cc1
  A: -23*	B: -30*	C: 2.3*	D: 8.5*	E: 4.0*	F: 11	G: .	H: 22
(61) CC[N+](CC)(CCOCCOCC[N+](CC)(CC)Cc1ccc([N+](=O)[O-])cc1)Cc1ccc([N+](=O)[O-])cc1
  A: 91	B: .	C: 88	D: .	E: 105	F: 101	G: 101	H: 76

Entries from the list above that have a carbonyl joined to an NH by a bond outside any ring (10):
Short forms: A = UACC-257; B = HOP-92; C = UACC-62; D = A549/ATCC; E = MALME-3M; F = M14; G = EKVX; H = HOP-62
(1) Cn1cc(-c2ccc3ncc(-c4ccc(CC(=O)Nc5cc(C(C)(C)C)nn5C)cc4)cc3c2)cn1
  A: 7.4*[30 µM]	B: 32[30 µM]	C: -34*[30 µM]	D: 18[30 µM]	E: -0.4*[30 µM]	F: .	G: 27[30 µM]	H: 18[30 µM]
(2) COc1cc2c(c(OC)c1OC)C(=O)CC(c1cccc(NC(=O)[C@H](C)NC(=O)OC(C)(C)C)c1)O2 (stereo partly drawn)
  A: 101	B: 93	C: 87	D: 99	E: 100	F: 107	G: 95	H: 102
(9) CC(=O)Nc1cccnc1
  A: 95	B: 115	C: .	D: 88	E: 93	F: 114	G: 96	H: 93
(17) Cc1ccc(NC(=O)c2ccccc2Cl)cc1
  A: 131	B: 75	C: 99	D: 106	E: 123	F: 114	G: 105	H: 113
(21) C/C(=N\O)c1ccc(OCC(=O)Nc2nc(-c3ccc(C)cc3)cs2)cc1
  A: 107	B: 111	C: 102	D: 101	E: 101	F: 109	G: .	H: 94
(26) Cc1nn(-c2ccccc2)c2nc(C)n(C(=O)N/N=C/c3ccccc3O)c(=O)c12
  A: 114	B: 98	C: 95	D: 104	E: 120	F: 115	G: 75	H: 101
(38) O=C(NNC(=S)Nc1ccccc1)c1cccnc1
  A: 100	B: 94	C: 101	D: 93	E: 116	F: 100	G: 100	H: 95
(47) C/C(=N\O)C(=O)Nc1ccccc1
  A: 94	B: 99	C: 94	D: 99	E: 93	F: 96	G: 98	H: 103
(49) O=C(CSc1nnc(-c2ccc(Cl)cc2)o1)NC1=NN=C(c2ccccc2)CS1
  A: 86	B: 99	C: 98	D: 74	E: 101	F: 99	G: 100	H: 92
(50) NNC(=O)c1c[nH]c2ccccc2c1=O
  A: 96	B: 90	C: 97	D: 84	E: 83	F: 103	G: 105	H: 92

Rows were taken by chance; any-hit rate near 10%.
